# AmpC detergent – blocks E. coli AmpC beta-lactamase in detergent assay. P00811. AmpC hydrolysis of nitrocefin, absorbance 480 nm, 0.01% Triton. Potency, µM (series often up to 114 µM), for the others: at the top dose activity change, negative = inhibition, actives largely listed as inhibitors. hit rate 0.041% among 370,000. AID 485294;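 further: potency means the concentration at half of the fitted maximal effect; 0% = no-compound wells and -100% = no-enzyme wells; nearly all actives have a fitted effect of over 25% in size; some results filed as inactive show a strong effect at the top dose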
# Target sequence (P00811 whole entry, looked up): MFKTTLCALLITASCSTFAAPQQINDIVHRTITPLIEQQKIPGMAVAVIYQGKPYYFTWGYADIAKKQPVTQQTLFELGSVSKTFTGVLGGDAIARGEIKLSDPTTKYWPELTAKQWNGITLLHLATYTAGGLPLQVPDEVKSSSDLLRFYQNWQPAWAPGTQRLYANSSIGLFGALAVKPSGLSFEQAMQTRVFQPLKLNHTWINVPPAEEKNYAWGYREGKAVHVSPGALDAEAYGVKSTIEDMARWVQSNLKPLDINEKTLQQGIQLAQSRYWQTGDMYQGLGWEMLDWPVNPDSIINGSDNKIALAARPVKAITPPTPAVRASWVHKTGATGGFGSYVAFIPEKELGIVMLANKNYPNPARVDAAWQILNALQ
#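 AmpC (5.3 nM in the dispensed reagent) in 20 mM phosphate pH 7.0 with 0.01% (detergent screen) or 0.0001% Triton X-100 was preincubated with compounds for 15 min at room temperature. Nitrocefin was then added from an 800 uM solution, and hydrolysis was followed at 480 nm.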
# Tb PYK inh – blocks Trypanosoma brucei pyruvate kinase. Q57TT1. TbPYK enzyme, Kinase-Glo Plus ATP luminescence, 45 min. Potency, µM (titrated, usually from 76.8 µM), for inactives: at the top dose activity, negative = inhibition, actives largely listed as inhibitors. hit rate 0.12% among 410,000; further: potency means the concentration at half of the fitted maximal effect; nearly all actives have a fitted effect of over 50% in size
#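 Screened from lowest to highest concentration, compounds were pinned into TbPYK/substrate mixtures, and ADP (130 uM final) was added. Plates sat at room temperature for 45 min prior to Kinase-Glo Plus detection by luminescence.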
# HCV inhibitor – blocks hepatitis C virus; hit rate 3.4% among 340,000; Huh7.5.1 HCVcc-Cre infection, luciferase reporter, 44 h; Potency, µM (highest dose often 41.8 µM), for inactives: top-dose activity change, negative = inhibition, actives largely listed as inhibitors; further: potency means the concentration at half of the fitted maximal effect
#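 1,000 cells/well; 4 h culture; + compound; + HCVcc-Cre (~0.5 moi); 44 h; luciferase substrate, RT 15 min; read 15 sec.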
# AMA1 RON2 block – AMA1-RON2 (P. falciparum) interaction inhibition. AlphaScreen AMA1-biotinylated RON2 peptide binding. hit rate 0.2% among 360,000. Potency, µM (top dose mostly 58.2 µM), without a hit: top-dose activity change, negative = inhibition, hits mostly inhibitors. AID 720542;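 further: potency means the concentration at half of the fitted maximal effect; 0% = vehicle wells and -100% = peptide control; nearly all actives have a fitted effect of over 45% in size; some results filed as inactive show a strong effect at the top dose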
#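 AMA1 (3D7) with his tag at 25 nM final met compounds first, then biotinylated RON2 peptide at 25 nM; detection used donor plus acceptor beads, 10 µg/mL apiece, read by AlphaScreen after 30 min at room temperature.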
# LmPK inhibitor – inhibitors of Leishmania mexicana pyruvate kinase | Q27686 | hit rate 0.37% among 290,000 | purified LmPK, Kinase-Glo ATP luminescence, 1 h | Potency, µM (series often up to 57.5 µM), inactives show at the highest dose activity change, negative = inhibition, most hits filed as inhibitors; further: potency means the concentration at half of the fitted maximal effect
# Target sequence (Q27686 whole entry, looked up): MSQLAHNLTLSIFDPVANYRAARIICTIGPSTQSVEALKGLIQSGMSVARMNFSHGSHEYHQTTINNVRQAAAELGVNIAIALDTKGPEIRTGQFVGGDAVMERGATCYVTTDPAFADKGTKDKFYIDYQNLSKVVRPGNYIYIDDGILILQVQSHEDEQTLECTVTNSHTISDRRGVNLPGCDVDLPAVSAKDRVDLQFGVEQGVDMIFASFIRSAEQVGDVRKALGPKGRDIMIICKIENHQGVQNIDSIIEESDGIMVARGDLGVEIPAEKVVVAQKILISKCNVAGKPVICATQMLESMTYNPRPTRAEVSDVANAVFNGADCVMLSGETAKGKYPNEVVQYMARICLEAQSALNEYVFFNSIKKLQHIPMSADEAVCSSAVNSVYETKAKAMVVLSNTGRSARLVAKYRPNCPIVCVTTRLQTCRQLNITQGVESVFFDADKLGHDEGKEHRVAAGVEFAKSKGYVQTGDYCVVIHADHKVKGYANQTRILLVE
#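 Kinase-Glo luminescence read after 1 h RT reaction of 0.1 nM LmPK with 0.5 mM PEP and 0.1 mM ADP. Activity scaled between uninhibited and enzyme-free controls.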
# HCMV antiviral – blocks human cytomegalovirus replication; HFF cells, HCMV-luciferase reporter, 72 h; hits give low values; activity change, negative = inhibition, % at 57.5 µM; hit rate 4.5% among 410,000; in the data active means activity change below about -60%; inconclusive means no clear call, values can overlap the other calls; inactive means above about -39%
#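 Cell-based, HFFs, 1000 cells/well, 16 h 37C; cpds in DMSO + HCMV-luc, MOI 1 PFU/cell; 72 h 37C; OneGlo luminescence after 5 min RT; norm. to buffer vs Salinomycin 10uM.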
# AmpC no deterg – AmpC beta-lactamase inhibition without detergent. P00811. AmpC nitrocefin hydrolysis, absorbance 480 nm, 0.0001% Triton. Potency, µM (titrated, usually from 57.1 µM), for inactives: at the top dose activity change, negative = inhibition, hits mostly inhibitors. hit rate 0.52% among 330,000. AID 485341;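 further: potency means the concentration at half of the fitted maximal effect; plate controls were no compound for no effect and no enzyme for full effect; nearly all actives have a fitted effect of over 20% in size; some results filed as inactive show a strong effect at the top dose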
#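 AmpC (5.3 nM in the dispensed reagent) in 20 mM phosphate pH 7.0 with 0.01% (detergent screen) or 0.0001% Triton X-100 was preincubated with compounds for 15 min at room temperature. Nitrocefin was then added from an 800 uM solution, and hydrolysis was followed at 480 nm.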
# Starred values were filed as active, the others as inactive; ? = inconclusive; nt = no result given; & = joins results of further samples; [ ] = remark or other dose. Unless noted, the call rests on the fitted dose curve; in most records, active means well fitted curve in the direction sought with a large enough effect; inconclusive means small, poorly fitted or top-dose-only effect, or another doubt; inactive means no such curve, though single readings can be large; an effect the other way counts as inactive or inconclusive. Unless noted, on the % scale 0 is the no-effect control and ±100 the full control effect.
no.	SMILES	AMA1 RON2 block	HCV inhibitor	Tb PYK inh	AmpC no deterg	HCMV antiviral	AmpC detergent	LmPK inhibitor
1	COc1ccc(NC(=O)C2=C(C)NC(=O)NC2c2cccc(OC)c2OC)c(OC)c1 (configuration not stated)	8%	13%	8%	-3%	3	-4%	3%
2	COC(=O)c1c(C)[nH]c(C(=O)OCC(=O)N2c3ccccc3NC(=O)C2(C)C)c1C	-2%	-29%	-8%	-21%	-26	-1%	-4%
3	COc1cc(S(=O)(=O)N2CC(=O)Nc3ccccc32)ccc1NC(C)=O	9%	-9%	-5%	-7%	?	-13%	-11%
4	CN(C)S(=O)(=O)c1cccc(C(=O)Nc2cc(Cl)cc(Cl)c2)c1	-4%	11µM*	5%	-16%	-8	6%	1%
5	Cc1ccc(-c2nnc3sc(C4COc5ccccc5O4)nn23)cc1 (configuration not stated)	0%	3%	-21%	-21%	28	?	10%
6	Fc1ccc2nc(Nc3nc4cc5c(cc4s3)OCCO5)sc2c1	68%[activator]	?	-6%	-36%	14	1%	-6%
7	CN1C(=O)N(CC(=O)N2CCN(S(=O)(=O)/C=C/c3ccccc3)CC2)C(=O)C12CCCCC2	3%	-6%	0%	147%[activator]	21	-2%	nt
8	CCS(=O)(=O)NCCCc1ccccc1	28%	16%	-4%	4%	48	?	3%
9	COCCN(CCOC)C(=O)CN1C(=O)NC(Cc2c[nH]c3ccccc23)C1=O (configuration not stated)	-3%	8%	2%	8%	-2	-3%	-5%
10	Cc1cc(C)c(S(=O)(=O)N2CCCC(C(=O)NCCC3=CCCCC3)C2)c(C)c1 (configuration not stated)	11%	20%	-5%	-6%	86	-1%	-1%
11	Cc1ccc(S(=O)(=O)Nn2c(O)c(C=C3N=c4ccccc4=N3)sc2=S)cc1	25%	2%	4%	?	-34	-3%	11%
12	Cc1cccc(-n2nc3c(c2NC(=O)C2CC2)CS(=O)(=O)C3)c1C	3%	-21%	3%	-8%	-5	-11%	0%
13	O=c1oc2ccccc2c2[nH]ccc12	42%[activator]	-18%	3%	-27%	-6	-8%	4%
14	O=C(/C=C/c1ccc(O)c(O)c1)OC1C(O)CC(OC(=O)/C=C/c2ccc(O)c(O)c2)(C(=O)O)CC1O (configuration not stated)	14%	15%	?	-19%	16	1%	2µM*
15	CCCC(=O)Nc1cc(C)cn(Cc2c(F)cccc2Cl)c1=O	2%	?	-1%	-2%	-2	-10%	-6%
16	C=CCSc1n[nH]c(=O)n1-c1cccc(C(F)(F)F)c1	-3%	16%	-7%	-13%	-12	0%	-5%
17	O=C(CCc1nc2cccnc2n1Cc1cccs1)Nc1cccc(C(F)(F)F)c1	nt	nt	1%	nt	-38	11%	nt
18	COc1ccccc1C1CC(c2cccc(NS(C)(=O)=O)c2)=NN1S(=O)(=O)c1ccccc1 (configuration not stated)	2%	-25%	3%	-23%	-20	6%	3%
19	Cc1cc(/C=C2/C(=O)N(C)C(=S)N2C)ccc1N1CCCC1	?	-17%	-17%	-15%[2.29 µM]	22	-6%	-10%
20	COC(=O)c1ccc(CSc2nc(N)cc(N)n2)cc1	-7%	3%	6%	-40%	10	?	-5%
21	Nc1nc(NCc2ccc(Cl)cc2)nc(NCCO)c1[N+](=O)[O-]	-23%	?	6%	-19%	36	-1%	4%
22	CCn1c(N)c(Br)c(=O)[nH]c1=O	-1%	10%	4%	-5%[11.4 µM]	-1	?	-2%
23	O=C(C1CC1)N1N=C(c2ccccc2)CC1(O)C(F)(F)F (configuration not stated)	8%	-4%	1%	-11%	25	-6%	-7%
24	Cc1cc(NS(=O)(=O)c2ccc(NC(=O)CSc3nnc(-c4ccco4)n3Cc3ccco3)cc2)nc(C)n1	3%	34%[activator]	-2%	2%	39	?	-3%
25	O=[N+]([O-])c1cccc(S(=O)(=O)c2cccc([N+](=O)[O-])c2)c1	3%	15%	3%	-2%[2.29 µM]	-13	-3%	4%
26	O=C(CSc1ccc(Cl)cc1)NNC(=O)c1ccncc1	67%[activator]	16%	0%	-8%	10	?	nt
27	CC(=O)Nc1ccccc1OC(C)C(=O)NC(C)c1ccc(F)cc1 (configuration not stated)	-5%	-6%	-5%	-8%	-31	?	-2%
28	Cc1cccc(CN2C(=O)c3ccccc3Sc3ccc(C(=O)NCc4cccs4)cc32)c1	nt	nt	2%	nt	?	10%	nt
29	Cc1ccc(C)n1NC(=O)c1ccccc1O	31%[activator]	0%	2%	-41%	-40	-1%	0%
30	COc1ccc(CN2CCN(C(=O)c3ccco3)CC2)cc1OC	-8%	13%	16%	-14%	-21	-2%	-1%
31	Cc1ccc(-n2c(-c3ccncc3)nnc2-c2cccs2)cc1	-5%	3%	-7%	nt	-14	nt	nt
32	C=C(C)CSc1nc(C)c(Cc2ccccc2)c(=O)[nH]1	9%	-3%	7%	-24%	-11	-5%	-3%
33	O=C(NCCCSc1ccccc1)c1cc(Cl)ccc1O	18%	?	0%	-26%	-84*	0%	-5%
34	COc1ccccc1NC(=O)c1cnc(SCC(=O)N2CCOCC2)n(C)c1=O	nt	nt	0%	nt	38	2%	nt
35	O=C(CC1C(=O)NCCN1C1CCCC1)NCc1cccc(OC(F)(F)F)c1 (configuration not stated)	-17%	2%	-17%	2%	-5	-13%	-3%
36	CNc1nc(-c2ccc3c(c2)CCN3C(=O)c2ccc(F)cc2)cs1	-7%	?	5%	-21%	-19	-2%	-5%
37	CCOC(=O)Cc1nnc(NC(=O)CSc2nncn2C)s1	16%	9%	-10%	-19%	-38	-10%	0%
38	O=C(Nc1ccc(S(=O)(=O)N2CCCCC2)cc1)C1CCCN(C(=O)c2ccc(Cl)cc2)C1 (configuration not stated)	10%	-23%	1%	19%	-65*	4%	5%
39	COc1cccc(NC(=O)C2CCCN(S(=O)(=O)c3c(C)[nH]c(=O)[nH]c3=O)C2)c1 (configuration not stated)	nt	nt	-10%	nt	-7	7%	nt
40	CCc1ccc(NC(=O)CN(C)S(=O)(=O)c2ccc3[nH]c(=O)oc3c2)cc1	-13%	12%	1%	-26%	nt	-1%	-10%
41	O=C(CN1CCCCCCC1)N/N=C/c1ccc(F)cc1F	-26%[2.32 µM]	35%[activator]	-19%	-24%	-3	-7%	-1%
42	Cn1c(CN2CCCC2)nc2cc(NC(=O)C3CCCCC3)ccc21	16%	10%	-9%	-18%	22	-3%	-3%
43	C=CCn1c(C)cc(C(=O)Cn2c(C(C)O)nc3ccccc32)c1C (configuration not stated)	-4%	-4%	3%	15%	-66*	?	2%
44	NC(N)=N/N=C/c1ccc2cccc(OCc3ccccc3)c2n1	23%	13µM*	-10%	-8%	-39	-6%	2%
45	CCN(C(=O)CCS(=O)(=O)c1cccc2nsnc12)c1cccc(C)c1	3%	8%	1%&-10%	-2%	-1&14	-8%&6%	-7%
46	Cc1nc2c(c(C)c1CCC(=O)Nc1cccc(C(F)(F)F)c1)c(=O)n(C)c(=O)n2C	nt	nt	6%	nt	-16	16%	nt
47	c1ccc(-n2c3ccccc3c3ccccc32)cc1	22%	-27%	3%	-18%	13	-12%	0%
48	CCC(CC)C(=O)Nc1ccccc1SCc1cc(=O)c2cccc(C)c2[nH]1	nt	nt	0%	nt	17	-2%	nt
49	CCC(C)(C(=O)Nc1c(C)cccc1C)N(C)C(=O)c1ccc2ccccc2n1 (configuration not stated)	8%	6%	-2%	-2%	?	-1%	4%
50	CCCCNc1nc2ccccc2[nH]1	-1%	-23%	-1%	-21%	122	-8%	-2%

# Next entries
no.	SMILES	AMA1 RON2 block	HCV inhibitor	Tb PYK inh	AmpC no deterg	HCMV antiviral	AmpC detergent	LmPK inhibitor
51	CCCN(C(=O)c1cc2c(s1)-c1c(C)cccc1OC2)c1ccc(OCC)cc1	nt	nt	-10%	nt	7	19%	nt
52	CN(CC(=O)Nc1ccccc1C(=O)NC1CC1)Cc1cccs1	31%[activator]	-11%	1%	-3%	21	-9%	nt
53	COCCN1C(=O)N[C@@H](c2ccc(Br)cc2)C(C(=O)OC)=C1C	nt	2%[8.37 µM]	nt	-10%	nt	-14%	1%
54	CN(C)CCCNC(=O)c1ccc(Cl)c(S(=O)(=O)N(C)c2ccccc2)c1	-6%	?	nt	13%	-1	-4%	5%
55	CCc1nn2cc(C(=O)c3cc(Cl)ccc3O)cnc2c1-c1ccc(F)cc1	-22%	?	2%	-19%	-70*	?	3%
56	O=C(COc1ccc(F)cc1)Nc1cc(S(=O)(=O)N2CCCCC2)ccc1N1CCCCC1	-14%	?	0%	-38%	-15	?	nt
57	O=C(NCCCN1CCCC1=O)C(=O)Nc1cccc(F)c1	3%	-25%	0%	-19%	35	-12%	nt

# As a working copy, some entries already given:
no.	SMILES	AMA1 RON2 block	HCV inhibitor	Tb PYK inh	AmpC no deterg	HCMV antiviral	AmpC detergent	LmPK inhibitor
45	CCN(C(=O)CCS(=O)(=O)c1cccc2nsnc12)c1cccc(C)c1	3%	8%	1%&-10%	-2%	-1&14	-8%&6%	-7%
46	Cc1nc2c(c(C)c1CCC(=O)Nc1cccc(C(F)(F)F)c1)c(=O)n(C)c(=O)n2C	nt	nt	6%	nt	-16	16%	nt
47	c1ccc(-n2c3ccccc3c3ccccc32)cc1	22%	-27%	3%	-18%	13	-12%	0%
48	CCC(CC)C(=O)Nc1ccccc1SCc1cc(=O)c2cccc(C)c2[nH]1	nt	nt	0%	nt	17	-2%	nt
49	CCC(C)(C(=O)Nc1c(C)cccc1C)N(C)C(=O)c1ccc2ccccc2n1 (configuration not stated)	8%	6%	-2%	-2%	?	-1%	4%
50	CCCCNc1nc2ccccc2[nH]1	-1%	-23%	-1%	-21%	122	-8%	-2%
51	CCCN(C(=O)c1cc2c(s1)-c1c(C)cccc1OC2)c1ccc(OCC)cc1	nt	nt	-10%	nt	7	19%	nt
52	CN(CC(=O)Nc1ccccc1C(=O)NC1CC1)Cc1cccs1	31%[activator]	-11%	1%	-3%	21	-9%	nt
53	COCCN1C(=O)N[C@@H](c2ccc(Br)cc2)C(C(=O)OC)=C1C	nt	2%[8.37 µM]	nt	-10%	nt	-14%	1%
54	CN(C)CCCNC(=O)c1ccc(Cl)c(S(=O)(=O)N(C)c2ccccc2)c1	-6%	?	nt	13%	-1	-4%	5%

# This is a random part of the collection; 7.5% or so of the library scored in one or more.
